Screening data (PubChem)
hgDAF-12 ag = activates the H. glycines DAF-12 receptor ligand-binding domain | HEK293 GAL4-hgDAF12 UAS-luciferase reporter, agonist luminescence; normalized to butyrate control | activation, % at 6.8 µM | actives 1.8% (n = 370,000) | AID 687014;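 active = activation above a cutoff set at the mean of all screened compounds plus 3 SD, cut at about 10% in these data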;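 note: 0% = DMSO wells and 100% = sodium butyrate wells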
DAX1 inh-1 = inhibits human nuclear receptor DAX1; HEK293 Gal4-DAX1 luciferase reporter, luminescence; P51843; AID 504766; inhibition, % at 6.75 µM; actives 0.99% (n = 340,000);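 active = inhibition above the mean over all tested compounds plus 3 SD, cut at about 4.2% in these data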;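 note: 0% = DAX1-transfected cells with DMSO and 100% = empty-vector control cells with DMSO; inhibition shows as a rise in luminescence from relieved DAX1 repression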
hcDAF-12 act = activates DAF-12 receptor from parasite H. contortus. HEK293 hcDAF-12 lit1-tk-luc reporter, luminescence; 0% DMSO, 100% Δ7-dafachronic acid. actives 1.4% (n = 370,000). AID 652067. activation, % at 6.8 µM;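 active = activation above the mean of all tested compounds plus 3 SD, cut at about 5.5% in these data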;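 note: 100% = response to 3 µM Δ7-dafachronic acid high control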
NPR2 activator = GC-B (human) receptor activation; actives 0.11% (n = 370,000); activation, % at 10 µM; P20594; HEK293-GC-B cells, CNP EC30, cGMP TR-FRET; 0% at EC30 CNP, 100% saturating CNP;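 active = activation at 10 µM reaching about 35% in either raw or pattern-adjusted values, limit read from the data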
ssDAF12 agonist = activates DAF-12 receptor from parasite S. stercoralis; HEK293 ssDAF-12/GRIP1 lit1-tk-luc reporter, luminescence; % of 3 µM dafachronic acid response; activation, % at 6.8 µM; actives 1% (n = 370,000); AID 652126;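 active = activation above the mean over all tested compounds plus 3 SD, cut at about 0.9% in these data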;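 note: 0% = DMSO-only wells and 100% = 3 µM delta7-dafachronic acid wells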
DAX1 inh-2 = blocks DAX1 repression of SF-1 activated StAR promoter; HEK293T StAR-luciferase reporter, SF-1/DAX-1 repression relief; AID 652010; inhibition, % at 6.8 µM; actives 1.1% (n = 370,000);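 active = inhibition above the mean over all tested compounds plus 3 SD, cut at about 3.6% in these data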;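 note: 0% = DAX-1 cells with DMSO and 100% = cells lacking DAX-1 with DMSO; higher inhibition means more luminescence from relief of DAX-1 repression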
SMARCA2 activ = activators of SMARCA2 function. actives 1% (n = 370,000). MG213 cells, MMTV-luciferase reporter, dexamethasone, overnight. activation, % at 9.1 µM; in the data active = activation above about 7.8%;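 note: 0% = vehicle wells and 100% = reference activator wells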
NPR1 activator = GC-A (human) enzyme activation; P16066; actives 0.14% (n = 370,000); activation, % at 10 µM; HEK293 GC-A cells, cGMP TR-FRET, EC30 ANP; 0% at EC30 ANP, 100% saturating ANP; AID 1671463; in the data active = activation above about 40%
Target sequence (P16066 whole entry, looked up): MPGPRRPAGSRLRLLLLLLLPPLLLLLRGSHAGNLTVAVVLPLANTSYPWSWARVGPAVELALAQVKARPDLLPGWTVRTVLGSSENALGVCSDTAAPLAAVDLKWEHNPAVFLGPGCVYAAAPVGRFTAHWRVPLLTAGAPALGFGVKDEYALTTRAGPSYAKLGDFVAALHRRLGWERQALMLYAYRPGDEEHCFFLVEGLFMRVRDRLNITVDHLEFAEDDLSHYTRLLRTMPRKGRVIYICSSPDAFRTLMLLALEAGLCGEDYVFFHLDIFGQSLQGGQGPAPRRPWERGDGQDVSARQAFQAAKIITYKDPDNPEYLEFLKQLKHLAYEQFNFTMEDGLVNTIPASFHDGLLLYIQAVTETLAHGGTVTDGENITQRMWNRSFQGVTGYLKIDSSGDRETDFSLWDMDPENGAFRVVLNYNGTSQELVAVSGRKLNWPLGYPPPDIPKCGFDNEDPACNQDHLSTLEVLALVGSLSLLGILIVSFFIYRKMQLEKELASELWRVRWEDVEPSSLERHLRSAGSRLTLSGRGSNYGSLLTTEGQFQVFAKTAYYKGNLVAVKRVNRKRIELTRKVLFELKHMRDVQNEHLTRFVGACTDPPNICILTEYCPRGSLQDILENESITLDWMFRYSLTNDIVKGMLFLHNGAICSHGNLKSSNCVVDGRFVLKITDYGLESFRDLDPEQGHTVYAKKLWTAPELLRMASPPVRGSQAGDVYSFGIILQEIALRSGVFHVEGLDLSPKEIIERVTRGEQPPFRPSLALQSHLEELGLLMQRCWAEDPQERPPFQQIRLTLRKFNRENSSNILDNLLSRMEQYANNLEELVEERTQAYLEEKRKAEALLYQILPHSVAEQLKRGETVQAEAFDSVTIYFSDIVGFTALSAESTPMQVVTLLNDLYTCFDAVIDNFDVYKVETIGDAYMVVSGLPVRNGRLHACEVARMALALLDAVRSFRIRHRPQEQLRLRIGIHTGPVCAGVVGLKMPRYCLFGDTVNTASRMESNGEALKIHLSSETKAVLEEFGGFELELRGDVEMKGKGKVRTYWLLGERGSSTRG
HGIII-sPLA2 inh = Blocks human group III sPLA2 activity; QFRET BODIPY PC-A2 liposome hydrolysis, fluorescence; AID 743126; actives 0.56% (n = 370,000); inhibition, % at 12.2 µM; Q9NZ20;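 active = inhibition above mean plus 3 SD of compounds lying within the high and low control bounds, cut at about 19% in these data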;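 note: 0% = median of test compound wells and 100% = no enzyme DMSO wells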
FXN GAA850 act = increases GAA850 frataxin promoter reporter activity. activation, % at 6 µM. actives 0.56% (n = 360,000). HEK293 lucGAA850 FXN promoter luciferase reporter, 24 h; percent of 10 µM SAHA response. AID 540364;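 active = activation above the average of all compounds screened plus 3 SD, cutoff fixed separately per campaign, cut at about 7.5% in these data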;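 note: 0% = DMSO wells and 100% = 10 µM SAHA wells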
KLK7 zymogen act = proKLK7 (human) activation, primary screen; P49862; purified proKLK7, EDANS-DABCYL substrate fluorescence; 100% is mature enzyme control, 0% vehicle; activation, % at 7 µM; actives 0.9% (n = 370,000); AID 652039;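 active = activation above the mean of all tested compounds plus 3 SD, computed per campaign excluding outliers beyond control limits, cut at about 13% in these data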
* marks the source's active call; other numbers are inactive results; . = no result given. This is a random part of the collection. About 6.7% of those tested had a hit in this group.

Start of the listing, in advance (three entries):
(1) COc1ccc(CNC(=O)C/C(C)=N/NC(=O)Cc2ccc(OC)c(OC)c2)cc1
(2) CC(C)(C)c1ccc(C(=O)Nc2ccc(C(=O)NCc3cccnc3)cc2)cc1
(3) COCCNC(=O)/C(C#N)=C/c1cc(C)n(C2CCCCC2)c1C

assay / compound	1	2	3
hgDAF-12 ag	-1.2	-6.1	19.6*
DAX1 inh-1	-0.2	-2.2	1.8
hcDAF-12 act	0.9	-6.3	3.5
NPR2 activator	0.2	-3.4	-2.7
ssDAF12 agonist	-1.7	-2.5	0.1
DAX1 inh-2	0.3	-2.0	4.0*
SMARCA2 activ	-4.7	-0.9	7.7
NPR1 activator	5.5	-0.3	2.3
HGIII-sPLA2 inh	-2.1	-1.1	5.0
FXN GAA850 act	0.1	2.1	3.5
KLK7 zymogen act	0.4	-0.1	3.0

The listing, previewed entries included:
(1) COc1ccc(CNC(=O)C/C(C)=N/NC(=O)Cc2ccc(OC)c(OC)c2)cc1
(2) CC(C)(C)c1ccc(C(=O)Nc2ccc(C(=O)NCc3cccnc3)cc2)cc1
(3) COCCNC(=O)/C(C#N)=C/c1cc(C)n(C2CCCCC2)c1C
(4) Cc1cc(C(=O)NC(=S)Nc2ccccc2N2CCOCC2)ccc1[N+](=O)[O-]
(5) Cc1ccc2c(c1)c1c(n2CC(O)CNC2CCCCC2)CCCC1 (stereo unspecified)
(6) COC(=O)[C@@]12C[C@@H](CC(=O)NCc3ccc(C)o3)C(=O)N(Cc3ccc4c(c3)OCO4)C1=CCC(C)(C)C2
(7) COC(=O)[C@H](CC(C)C)NC(=O)N1CCCCC1
(8) CCOc1ccc(CN(C)C(C)C(=O)NCCc2ccc(F)cc2)cc1 (stereo unspecified)

assay / compound	1	2	3	4	5	6	7	8
hgDAF-12 ag	-1.2	-6.1	19.6*	0.0	-1.2	-0.2	2.2	-0.8
DAX1 inh-1	-0.2	-2.2	1.8	-0.1	1.6	.	0.1	2.9
hcDAF-12 act	0.9	-6.3	3.5	-1.2	-3.2	-2.7	-1.9	-1.5
NPR2 activator	0.2	-3.4	-2.7	15.4	-12.8	-3.0	1.7	2.9
ssDAF12 agonist	-1.7	-2.5	0.1	0.0	-1.5	-1.5	-1.2	-0.6
DAX1 inh-2	0.3	-2.0	4.0*	-0.2	-0.4	-0.1	0.2	-0.4
SMARCA2 activ	-4.7	-0.9	7.7	-5.3	-0.2	-2.8	-1.8	-3.4
NPR1 activator	5.5	-0.3	2.3	16.6	-18.0	-9.6	2.0	-2.9
HGIII-sPLA2 inh	-2.1	-1.1	5.0	15.4	-6.5	-12.0	-4.6	5.8
FXN GAA850 act	0.1	2.1	3.5	-0.6	-6.0	.	-0.9	-1.3
KLK7 zymogen act	0.4	-0.1	3.0	0.0	3.8	0.9	0.1	-0.6

(9) CC(C)(C)c1ccc(C(=O)CSc2nc3ccccc3c(=O)[nH]2)cc1
(10) CCc1c(C(=O)NCCc2cccc(C)c2)[nH]c(C)c1C(C)=O
(11) Cc1ccc(C(=O)OCC(=O)N(Cc2ccccc2)C(C)C)cc1C
(12) CCOc1ccc(S(=O)(=O)N2CCN(c3ccccn3)CC2)cc1
(13) O=C(Nc1cccc(Cl)c1)OCc1ccccn1
(14) COc1cc2c(=O)n(Cc3ccccc3)c(=O)n(CC(=O)NCCc3ccccc3)c2cc1OC
(15) O=C(COc1ccccc1[N+](=O)[O-])N/N=C/c1ccc(OC(=O)c2ccco2)cc1
(16) O=C(Cc1ccc(O)cc1)N/N=C/c1cccnc1

assay / compound	9	10	11	12	13	14	15	16
hgDAF-12 ag	1.6	-6.7	-1.0	-1.5	8.7	-0.5	-1.2	-0.5
DAX1 inh-1	0.2	-4.0	0.7	0.3	1.3	0.7	-0.7	2.1
hcDAF-12 act	0.7	-3.6	-0.3	-1.2	0.7	0.0	1.8	-0.2
NPR2 activator	2.3	1.2	-2.1	-0.2	-0.2	-7.4	-3.6	5.3
ssDAF12 agonist	-1.0	-1.9	-0.7	-1.1	0.3	-1.4	-1.6	-1.1
DAX1 inh-2	0.1	0.6	-0.2	-0.6	2.3	0.1	0.2	0.8
SMARCA2 activ	-1.3	-3.5	-4.1	-2.0	5.0	-2.1	3.0	-1.4
NPR1 activator	-0.8	3.6	-1.3	3.6	-0.2	-2.8	0.8	1.4
HGIII-sPLA2 inh	-3.9	9.2	3.7	9.0	-1.0	0.4	-11.4	5.3
FXN GAA850 act	-1.0	-1.4	1.6	0.7	7.4	-1.7	1.8	-0.9
KLK7 zymogen act	-0.5	-0.5	-1.2	-0.3	-0.3	-0.4	-0.1	-0.2

(17) Cc1ccc(S(=O)(=O)Nc2ccc(OCC(=O)N3CCOCC3)cc2)c(C)c1NS(C)(=O)=O
(18) CCOC(=O)C1CCN(c2c(NCCCN(CC)c3ccccc3)c(=O)c2=O)CC1
(19) Cc1ccc(C)c(N2CCN(C(=O)Cc3c(C(=O)O)[nH]c4ccc(Cl)cc34)CC2)c1
(20) CCN(c1ccccc1C)S(=O)(=O)c1cc2c3c(c1)CCN3C(=O)CC2
(21) Cc1ccc(S(=O)(=O)N2CCCC2CNC(=O)c2ccc(F)c(F)c2)cc1 (stereo unspecified)
(22) COC(=O)C(CC(=O)c1ccc(C)cc1)n1nc(C)cc1C (stereo unspecified)
(23) CCc1ccc(OCC(=O)NNC(=O)CNC(=O)c2ccc(Br)o2)cc1
(24) CCOc1ccc(Cl)cc1-c1cc(C(=O)Nc2ccc(OC)cc2OC)[nH]n1

assay / compound	17	18	19	20	21	22	23	24
hgDAF-12 ag	-0.5	-0.3	5.0	-1.2	-2.9	0.2	2.2	-0.9
DAX1 inh-1	3.3	-0.5	-1.1	0.6	0.3	0.6	0.6	.
hcDAF-12 act	-0.2	-0.2	-0.8	-0.3	-2.5	2.0	-1.6	0.8
NPR2 activator	-2.1	-2.6	-1.7	1.8	-1.9	-8.2	-5.1	19.3
ssDAF12 agonist	-0.8	-1.4	-1.1	-1.1	-0.9	-0.8	-0.6	-1.0
DAX1 inh-2	0.7	0.7	-0.1	-1.2	-2.4	-0.1	-1.7	-0.4
SMARCA2 activ	2.8	-0.9	-0.7	-2.2	-0.4	-2.1	0.0	3.0
NPR1 activator	2.5	-2.1	-1.8	1.6	-3.9	-8.4	2.4	23.1
HGIII-sPLA2 inh	1.2	4.1	-30.6	1.1	-4.7	3.2	8.0	-2.1
FXN GAA850 act	-1.5	-0.3	1.1	-0.7	0.1	1.2	-1.3	2.9
KLK7 zymogen act	-0.5	0.3	-0.1	-0.8	0.3	0.3	0.2	0.3

Some entries already given, showing only DAX1 inh-1 and KLK7 zymogen act.
item	Molecule	DAX1 inh-1	KLK7 zymogen act
18	CCOC(=O)C1CCN(c2c(NCCCN(CC)c3ccccc3)c(=O)c2=O)CC1	-0.5	0.3
19	Cc1ccc(C)c(N2CCN(C(=O)Cc3c(C(=O)O)[nH]c4ccc(Cl)cc34)CC2)c1	-1.1	-0.1

(further entries)
(25) COc1ccc(CCNC(=O)CN2C(=O)c3cccc4cccc(c34)C2=O)cc1OC
(26) CC(=O)C[C@H]1c2cc(F)ccc2S(=O)(=O)N1c1ccc(N(C)C)cc1
(27) O=C(Nc1ccc(N2CCOCC2)cc1)C1CC(=O)N(c2ccccc2)C1 (stereo unspecified)
(28) Cc1ccccc1C=O
(29) CCOC(=O)CSc1nnc([C@@H](NC(=O)OC(C)(C)C)C(C)C)o1
(30) COc1cc2c(cc1OC)CN(Cc1ccccc1)CC2
(31) Cc1nc2ccccc2n1S(=O)(=O)c1ccc(F)cc1
(32) COc1cccc(N(C(=O)CS(=O)CC(=O)Nc2ccc(F)cc2)C(C(=O)NC2CCCCC2)c2cccs2)c1 (stereo unspecified)

assay / compound	25	26	27	28	29	30	31	32
hgDAF-12 ag	-1.5	-2.6	2.8	2.0	0.0	-2.0	2.5	-2.2
DAX1 inh-1	-0.2	1.3	0.0	1.3	0.0	2.5	0.5	-0.1
hcDAF-12 act	-0.7	-0.6	0.0	0.0	0.9	0.7	0.5	-2.2
NPR2 activator	2.2	0.3	-5.9	-9.7	3.5	2.7	-4.6	-8.4
ssDAF12 agonist	-1.5	-1.8	-1.4	-1.5	-1.4	-1.5	-0.8	-1.2
DAX1 inh-2	-0.8	-0.8	-0.8	0.2	0.3	0.4	0.2	0.4
SMARCA2 activ	-2.3	0.2	2.0	0.2	1.4	-2.9	-0.9	0.3
NPR1 activator	1.3	1.3	-1.6	6.0	2.4	0.5	1.2	-7.3
HGIII-sPLA2 inh	14.3	13.5	4.2	-1.3	-3.2	-5.4	-0.9	-1.1
FXN GAA850 act	1.1	-2.3	2.0	0.2	-2.0	0.0	0.9	1.3
KLK7 zymogen act	-0.3	-0.1	0.3	-0.5	-0.5	3.8	-0.2	-0.3

(33) CCOC(=O)N1CCN(C(=O)c2ccc3c(c2)ncn3C2CCCC2)CC1
(34) CN(Cc1ccccc1)C(=O)OCc1cn(Cc2ccc(F)cc2)nn1
(35) O=C(N/N=C/c1ccc(F)cc1)c1ccc(-n2cnnn2)cc1
(36) COc1cc(/C=N/NC(=O)C2CCN(CC(O)COCc3ccccc3)CC2)ccc1O (stereo unspecified)

assay / compound	33	34	35	36
hgDAF-12 ag	2.3	0.5	-0.9	0.7
DAX1 inh-1	0.7	.	-0.5	-1.0
hcDAF-12 act	0.0	-2.2	1.3	1.7
NPR2 activator	4.5	5.4	-0.9	-0.5
ssDAF12 agonist	-1.2	-1.1	-1.1	0.0
DAX1 inh-2	0.8	0.0	0.1	-0.4
SMARCA2 activ	3.4	2.1	-0.2	1.5
NPR1 activator	1.4	0.6	-2.6	-1.6
HGIII-sPLA2 inh	3.9	4.9	8.5	8.2
FXN GAA850 act	1.4	.	0.4	0.4
KLK7 zymogen act	0.5	-0.3	-0.8	-9.8
